Source: PubChem BioAssay
S100A4 inh HTS – inhibitors of S100A4-myosin IIA peptide binding, primary screen, biochemical, fluorescence polarization, TAMRA-MyoIIA peptide; AID 652163, 2013; 360,000 compounds, 0.14% hits; inhibition, % at 10.7 µM;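 active = mean inhibition of at least 70% across replicates, with every replicate also reaching that level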
Target sequence (P26447 whole entry, looked up): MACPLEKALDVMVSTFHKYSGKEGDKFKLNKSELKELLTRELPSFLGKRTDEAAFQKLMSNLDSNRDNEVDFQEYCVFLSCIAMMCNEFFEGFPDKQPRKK
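Test system – S100A4 monomer (human) · Compound – single-point compound testing · Schedule – 5 min incubation before reading · Probe or stimulus – TAMRA-labelled myosin IIA heavy-chain peptide probe, 5 nM · Benchmarks – neutral control DMSO, positive control TFP · Medium – Calcium-containing HEPES buffer, pH 7.2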
RAD52 anneal inh – RAD52 DNA annealing inhibitors, primary screen, biochemical, FRET, single point, set 2; recombinant RAD52 DNA annealing, FRET fluorescence; inhibition, % at 18.7 µM; DNA repair protein RAD52 homolog (Homo sapiens), P43351; AID 651710, 2012; 360,000 compounds, 0.46% hits;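 active = every replicate showing at least 50% inhibition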
Target sequence (P43351 whole entry, looked up): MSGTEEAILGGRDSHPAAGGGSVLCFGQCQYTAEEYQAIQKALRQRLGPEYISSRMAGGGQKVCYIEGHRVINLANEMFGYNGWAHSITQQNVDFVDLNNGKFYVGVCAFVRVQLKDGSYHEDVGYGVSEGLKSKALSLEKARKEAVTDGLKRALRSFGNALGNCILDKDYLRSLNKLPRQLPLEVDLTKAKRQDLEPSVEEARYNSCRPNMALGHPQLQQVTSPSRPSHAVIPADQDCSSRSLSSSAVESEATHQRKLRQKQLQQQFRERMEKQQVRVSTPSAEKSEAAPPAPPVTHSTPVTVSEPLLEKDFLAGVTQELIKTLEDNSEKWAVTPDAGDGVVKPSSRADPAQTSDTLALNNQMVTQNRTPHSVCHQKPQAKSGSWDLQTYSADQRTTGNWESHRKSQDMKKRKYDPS
XiGFP reactiv – activators of inactive X chromosome reactivation, primary screen, imaging, XiGFP fibroblasts, GFP high-content imaging, set 2 | XiGFP mouse fibroblasts, % GFP-positive cells imaging, 3 d; cells co-treated with 5-aza-dC sensitizer; scaled so ellipticine positive control = 100% | activation, % at 7.58 µM | 360,000 compounds, 0.055% hits | AID 743238, 2013;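 active = mean normalized replicate activation at least 10% and every replicate at or above 10%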;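 note: 0% = median of on-plate neutral control wells and 100% = ellipticine 6 µM median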
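Material: XiGFP fibroblasts, SV40-immortalized. Buffer or medium: DMEM plus 5-aza-dC sensitizer. Compound: single concentration per compound, delivered by pin transfer. Times: 3 days compound exposure. Controls: ellipticine 6 µM.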
E-sel inducer – E-selectin induction in HUVECs, primary screen, imaging, HUVEC, immunofluorescence imaging, single point; normalized: neutral wells 0, TNF-alpha wells 100; activation, % at 7.58 µM; 260,000 compounds, 0.37% hits; AID 686992, 2013;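 active = mean E-selectin-positive cell signal at least 10% of the positive control, reached in at least 60% of replicates, without over 20% cell loss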;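 note: in these data hits start at about 27%; measured in HUVEC primary endothelial cells; signal is the percent of cells scored E-selectin positive by PE staining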
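Test system: HUVEC; input: 3,000 HUVEC/well; measured by: immunofluorescence imaging; read-out: % PE-positive cells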
RAD54 inh – inhibitors of human RAD54 branch migration, primary screen, biochemical, fluorescence, single point. DNA repair and recombination protein RAD54-like (Homo sapiens), Q92698. RAD54 Holliday junction branch migration, FAM/BHQ fluorescence. inhibition, % at 10.4 µM. 360,000 compounds, 0.14% hits. AID 602329, 2012;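 active = mean normalized replicate activity at least 40 and at least half of replicates scoring 40 or more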;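 note: 0% = median of neutral control wells and 100% = median of positive control wells; inhibitors cause a drop in the FAM fluorescence signal; in these data hits start at about 50%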
ERp5 inh – inhibitors of ERp5-driven insulin aggregation, primary screen, biochemical, turbidity, absorbance 650 nm, single point. 90 min. inhibition, % at 9.99 µM. 350,000 compounds, 0.05% hits. AID 651711, 2012;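 active = mean replicate inhibition above about 25%, with every replicate also reaching it, limit read from the data, passing the limit was not always enough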
Target sequence (Q15084 whole entry, looked up): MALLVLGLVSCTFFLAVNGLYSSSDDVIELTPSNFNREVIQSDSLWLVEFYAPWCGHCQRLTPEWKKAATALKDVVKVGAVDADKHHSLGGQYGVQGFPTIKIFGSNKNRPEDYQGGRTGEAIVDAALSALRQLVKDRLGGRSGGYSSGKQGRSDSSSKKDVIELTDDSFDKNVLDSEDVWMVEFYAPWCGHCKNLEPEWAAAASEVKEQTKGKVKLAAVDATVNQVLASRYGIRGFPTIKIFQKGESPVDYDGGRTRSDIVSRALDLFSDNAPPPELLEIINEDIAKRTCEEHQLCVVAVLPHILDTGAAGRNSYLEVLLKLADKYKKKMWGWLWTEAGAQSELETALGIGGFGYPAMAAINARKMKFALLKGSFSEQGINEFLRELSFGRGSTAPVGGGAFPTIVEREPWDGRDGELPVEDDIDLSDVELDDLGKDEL
esBAF inh – Bmi1 luciferase reporter increase in mESCs, primary screen, esBAF inhibitor project, mouse ES cells, Bmi1 luciferase knock-in, single point; 24 h; 100% = twice the neutral-well signal; reporter increase, % at 12.5 µM; 350,000 compounds, 2% hits; in the data active = activation above about 40%;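 note: 0% = median of the plate's neutral control wells and 100% = double that signal; a rise in the Bmi1 reporter signal indicates esBAF inhibition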
ERAP1 HTS inh – human ERAP1 aminopeptidase inhibitors, primary screen, biochemical, single point, plate reader. Endoplasmic reticulum aminopeptidase 1 (Homo sapiens), Q9NZ08. recombinant ERAP1, Leu-AMC fluorescence, 60 min. inhibition, % at 10.7 µM. 340,000 compounds, 0.15% hits. AID 652197, 2013;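 active = mean replicate inhibition of at least 30%, or all replicates individually reaching that 30% level; inactive = mean below 30% and not every replicate reaching it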;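 note: 0% = neutral control wells and 100% = L-leucinethiol positive control wells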
An asterisk follows results filed as active; x = not tested or not shown. Not a hit list; 2.5% or so of the library scored in one or more.

SMILES | S100A4 inh HTS | RAD52 anneal inh | XiGFP reactiv | E-sel inducer | RAD54 inh | ERp5 inh | esBAF inh | ERAP1 HTS inh
Cc1cccc(OCC(=O)NC(=S)N2CCCc3ccccc32)c1 | -2 | -185 | x | x | x | -2 | 7 | -6
COc1ccc(C(=O)Nc2ccc3c(c2)C(=O)N(C)C[C@H](OC)[C@H](C)CN(C(C)=O)[C@@H](C)CO3)cc1 | 5 | 3 | 0.2 | -0.2 | -2 | 0 | 1 | 2
Cc1c(Cc2ccccc2)c(=O)oc2cc(OCC(=O)NCC3CCC(C(=O)O)CC3)ccc12 (configuration not stated) | -1 | 3 | x | x | 6 | 4 | -5 | -40
CCCCNC(=O)c1nc(-c2cccs2)oc1-c1ccc(Cl)cc1 | -2 | -9 | -0.1 | 0.0 | x | 8 | x | -3
C[C@@H]1CN([C@@H](C)CO)S(=O)(=O)c2ccc(-c3cncnc3)cc2O[C@@H]1CN(C)C(=O)NC1CCCC1 | -46 | -3 | 0.0 | -0.2 | 8 | 2 | 0 | 4
COC(=O)c1ccc(CN2CC(=O)N3[C@@H](CO)[C@@H](c4ccc(Br)cc4)[C@@H]3C2)cc1 | 17 | -8 | 0.0 | -0.7 | x | -2 | x | 2
CNC[C@@H]1OCCCC[C@@H](C)Oc2ccc(NS(=O)(=O)c3ccccc3)cc2C(=O)N([C@@H](C)CO)C[C@H]1C | -17 | -74 | -1.1 | 0.0 | 5 | 4 | 4 | -4
C[C@H]1CN([C@@H](C)CO)C(=O)c2cc(NC(=O)Cc3cn(C)c4ccccc34)ccc2O[C@@H]1CN(C)Cc1ccc(-c2ccccc2)cc1 | -13 | 29 | 0.2 | 2.1 | x | -3 | -6 | 1
Nc1ccc2c(O)cc(S(=O)(=O)O)cc2c1 | -18 | -120 | 0.3 | -0.1 | 73* | -17 | -6 | 15
C[C@H](CO)N1C[C@H](C)[C@H](CN(C)Cc2ccc(C(F)(F)F)cc2)Oc2ccc(NC(=O)CCCCCC(=O)Nc3ccccc3N)cc2C1=O | -32 | -2 | 0.2 | -0.8 | x | 7 | x | -2
Clc1cc2c(cc1/C=N/Nc1nc(N3CCOCC3)nc(N3CCOCC3)n1)OCO2 | 3 | -11 | 0.0 | 7.8 | x | 0 | x | 6
c1ccc(N2CCOCC2)c(Nc2nc3ccccc3n3cnnc23)c1 | -11 | -8 | 0.0 | -1.5 | -1 | -6 | -3 | 1
O=S(=O)(c1ccccc1)c1nc(-c2ccco2)oc1N1CCCCC1 | -7 | -15 | 0.3 | -0.2 | -7 | 6 | -6 | 1
CCC(=O)N[C@@H]1CC[C@@H](CCNC(=O)Nc2ccc(C(F)(F)F)cc2)O[C@H]1CO | 13 | 10 | 0.4 | -0.1 | -16 | 1 | 8 | -1
CS(=O)(=O)N1CC2(C1)[C@@H](c1ccccc1)[C@@H](CO)N2Cc1ccccn1 | -1 | -8 | 0.0 | -0.2 | x | -2 | x | 0
O=C(Nc1cccc(-c2cn3c(n2)SCC3)c1)c1ccc2c(c1)OCO2 | -5 | -12 | 0.1 | 1.3 | -8 | 2 | 49* | -3
CCC1(c2ccccc2)NC(=O)N(CC(=O)N2CC(=O)Nc3ccccc32)C1=O (configuration not stated) | 0 | -15 | -0.1 | x | -4 | -1 | -13 | 4
COCC(=O)Nc1ccc2c(c1)[C@H]1C[C@@H](CC(=O)OC)O[C@@H](CO)[C@H]1O2 | x | x | -0.1 | -0.3 | 0 | x | 0 | x
COc1ccc(/C=N/NC(=O)c2ccc(N3CCCC3=O)cc2)cc1 | -4 | -6 | 0.1 | x | 1 | 3 | 6 | 0
O=C(CSc1nnc(NC(=O)c2cccc(F)c2)s1)NCc1ccco1 | -2 | 4 | -0.1 | 0.2 | 0 | 3 | 38 | 0
COc1ccc(S(=O)(=O)N2CCC(C(=O)NC3CCCC3)CC2)cc1C | -1 | -16 | 0.1 | x | -1 | 7 | -3 | 1
CCOc1ccc(CCNC(=O)COC(=O)c2oc3ccccc3c2COC)cc1OCC | -1 | 2 | 0.0 | -0.3 | -1 | -1 | -10 | -2
CC(=O)N(C)C[C@@H]1Oc2cc(-c3ccccc3F)ccc2S(=O)(=O)N([C@H](C)CO)C[C@H]1C | 3 | 8 | -1.1 | 0.0 | -3 | 5 | 4 | 2
C=CCN=C1NC(c2ccc(Cl)cc2)C(C(=O)OC)=C(C)N1Cc1ccccc1C(F)(F)F (configuration not stated) | -17 | -35 | 0.3 | -0.2 | x | 3 | x | 5
CCCCCNCc1ccc(OCc2ccc(Cl)nc2)c(OC)c1 | -5 | -5 | -0.1 | x | x | 3 | x | -2

As entered above.
Value for `COc1ccc(S(=O)(=O)N2CCC(C(=O)NC3CCCC3)CC2)cc1C` in XiGFP reactiv: 0.1
Value for `c1ccc(N2CCOCC2)c(Nc2nc3ccccc3n3cnnc23)c1` in RAD52 anneal inh: -8

Next compounds:
SMILES | S100A4 inh HTS | RAD52 anneal inh | XiGFP reactiv | E-sel inducer | RAD54 inh | ERp5 inh | esBAF inh | ERAP1 HTS inh
Cc1nn(Cc2noc(C(=O)NC3CCC(C)CC3)n2)c(C)c1Br (configuration not stated) | -11 | 5 | 0.4 | x | 10 | 3 | -10 | -4
Cc1ccc(S(=O)(=O)N[C@H](C(=O)N2CCC(C(=O)N[C@@H](CC(=O)O)C(=O)O)CC2)C(C)C)cc1 | -8 | -12 | x | x | -10 | 1 | -5 | 1
C[C@@H]1CN([C@@H](C)CO)C(=O)c2ccccc2-c2ccccc2CO[C@H]1CN(C)C(=O)C1CC1 | 10 | 11 | -1.3 | 0.0 | 1 | -2 | -4 | -1
CCCN(C)C[C@@H]1OCCCC[C@H](C)Oc2ccc(NC(=O)C3CCCCC3)cc2C(=O)N([C@@H](C)CO)C[C@@H]1C | 3 | 21 | -0.1 | 0.1 | -1 | 5 | -4 | 4
CCC(=O)N[C@@H]1CC[C@H](CC(=O)NCc2ccc(OC)cc2)O[C@H]1CO | -1 | 0 | 0.8 | 0.7 | 1 | 1 | -4 | -7
COc1ccccc1CN1[C@H](CO)[C@H]2c3ccccc3N(C(=O)c3ccc(F)cc3)C[C@H]21 | 3 | -6 | 0.4 | -0.8 | -17 | 2 | 1 | 1
COc1ccc(O)c(C=NCC(C)N=Cc2cc(OC)ccc2O)c1 (configuration not stated) | -7 | -6 | 0.0 | x | 11 | -11 | x | 2
C/C(=N/NC(=O)c1ccc(Br)s1)c1ccncc1 | -4 | -2 | 0.1 | 0.5 | 3 | 3 | x | 2
COc1ccc(C2=NN(C(=O)c3ccccc3C(=O)O)C(c3ccccc3O)C2)cc1 (configuration not stated) | -6 | -16 | 0.4 | 55* | -2 | 3 | 75* | -3
O=C1Cc2ccccc2C(=O)N1c1ccccc1 | 2 | 8 | 0.2 | x | -15 | -3 | -3 | -3
Cc1ccc2[nH]c(=O)c(CN(CC3CCCO3)C(=O)c3cccs3)cc2c1 (configuration not stated) | -1 | 4 | 0.9 | x | -7 | -2 | -1 | -3
CCCNC(=O)[C@@H]1[C@@H](CO)[C@@H]2Cn3c(ccc(C4=CCCC4)c3=O)[C@H]1N2C(=O)CC | 2 | -6 | -0.1 | -0.2 | -4 | 0 | -2 | -2
CC(c1ccccc1)N1C(=O)c2ccc(C(=O)Nc3ccc(Br)cc3C(=O)O)cc2C1=O (configuration not stated) | 0 | -3 | 0.6 | -0.4 | 5 | 16 | -6 | -1
C[C@H](O)C#Cc1ccc([C@H]2[C@@H](CO)N3CCCCN(S(=O)(=O)c4ccccc4)C[C@H]23)cc1 | -6 | -4 | 0.0 | -0.5 | 3 | 0 | x | -2
O=C(NNS(=O)(=O)c1ccc([N+](=O)[O-])cc1)C1CCCCC1 | -5 | -8 | -0.1 | 0.1 | -2 | 4 | -3 | -6
NC(=Nc1ccc(Br)cc1)c1ccccc1 | -1 | -4 | 0.0 | 0.1 | 0 | 1 | 32 | -3
Cc1ccc(S(=O)(=O)NC2(C(=O)O)CCCCC2)cc1 | 1 | -3 | x | x | 0 | 1 | 4 | 3
CCc1nc2ccc(C(=O)N(CC)CC(=O)Nc3c(F)cccc3F)cc2nc1CC | -4 | -7 | 0.1 | 0.4 | 2 | 1 | 6 | -2
O=C(NC(=S)Nc1cccc(Cl)c1N1CCCCC1)c1ccco1 | 1 | -18 | x | x | 0 | 1 | x | 3
CO[C@H]1CN(C)C(=O)c2cc(NC(=O)c3ccc(F)cc3)ccc2OC[C@H](C)N(C(C)=O)C[C@H]1C | -5 | 15 | -0.5 | 0.9 | -5 | -5 | 2 | 1
CCOC(=O)C1CCN(S(=O)(=O)c2ccc(CNC(=O)c3ccccc3)s2)CC1 | 2 | 1 | 0.0 | 0.1 | 12 | 2 | -3 | -1
C[C@@H]1CN([C@H](C)CO)C(=O)Cc2cc(N(C)C)ccc2O[C@H]1CN(C)Cc1ccc(Oc2ccccc2)cc1 | 4 | 35 | 0.2 | -3.7 | -6 | 7 | -1 | 0
CCO[C@@H]1OC(C(=O)N2CCN(Cc3ccccc3)CC2)=C[C@H](C2CCCCC2)[C@H]1CCCO | 14 | 1 | x | x | -1 | 1 | x | 2
O=C(C1=C(O)C(=O)N(CC2CCCO2)C1c1ccc(Cl)cc1)c1ccco1 (configuration not stated) | -6 | -5 | 0.1 | x | -6 | 4 | 2 | 2
C=CCN(C(=O)c1ccc2c(c1)nnn2C)c1ccccc1 | -3 | -3 | 0.0 | 1.6 | -3 | 0 | -3 | 0
COc1cc(CNn2c(C)n[nH]c2=S)cc(Cl)c1OCc1ccccc1 | -1 | -3 | x | x | 7 | -3 | -2 | -3
O=C(CC(=O)NCc1ccccc1)NCc1ccccc1 | -9 | -6 | 0.3 | 0.0 | -3 | 4 | 2 | -4
C#CCn1c(=NC(=O)CN2C(=O)CCC2=O)sc2cccc(C)c21 | -1 | -3 | -0.2 | -0.6 | 12 | -3 | -4 | 7
CNC(=S)N1CCC(NC(=O)C(Cc2ccccc2)NC(C)=O)CC1 (configuration not stated) | -5 | -5 | 0.0 | 1.4 | x | 3 | x | 0
CCOC(=O)C1CSCCS(=O)(=O)N1Cc1ccc(C)cc1 (configuration not stated) | 0 | -2 | -0.1 | 0.3 | x | 0 | x | -1

Some of the entries above, reformatted.
SMILES	S100A4 inh HTS	RAD52 anneal inh	XiGFP reactiv	E-sel inducer	RAD54 inh	ERp5 inh	esBAF inh	ERAP1 HTS inh
Cc1nn(Cc2noc(C(=O)NC3CCC(C)CC3)n2)c(C)c1Br (configuration not stated)	-11	5	0.4	x	10	3	-10	-4
CCC(=O)N[C@@H]1CC[C@H](CC(=O)NCc2ccc(OC)cc2)O[C@H]1CO	-1	0	0.8	0.7	1	1	-4	-7
O=C(NNS(=O)(=O)c1ccc([N+](=O)[O-])cc1)C1CCCCC1	-5	-8	-0.1	0.1	-2	4	-3	-6
Cc1ccc(S(=O)(=O)NC2(C(=O)O)CCCCC2)cc1	1	-3	x	x	0	1	4	3
COc1ccc(O)c(C=NCC(C)N=Cc2cc(OC)ccc2O)c1 (configuration not stated)	-7	-6	0.0	x	11	-11	x	2
